West Nile virus CPE = inhibition of WNV-induced cytopathic effect – cell-based, CPE readout (AID 1621); CPE inhibition, % at 10 µM, or IC50 in µM where a hit was titrated; hit rate 0.02% among 290,000; West Nile virus-infected cells, CPE inhibition; higher % means a stronger effect; in the data active = a potency from the dose series; inconclusive = CPE inhibition mostly from about 3.7% at the one dose, without a potency; inactive = the rest, 99 in 100 with CPE inhibition below about 2.2%; note: strong numbers were not always called active
NOD2 inhibition = NOD2 signaling inhibitors, cell-based, luminescence, uHTS, HEK293 (AID 1566); HEK293 NOD2/NF-kB luciferase reporter, luminescence; higher % means a stronger effect; one-dose inhibition, % at 4 µM; EC50 in µM for titrated hits; hit rate 0.63% among 290,000; note: many of its hits are not listed in these tables
Yfh1-off respiration = mitochondrial function rescue without frataxin homolog – Friedreich's ataxia, plus single-dose screen, dose response (AID 1465). S. cerevisiae Yfh1-off respiration, WST-1 reduction, 72 h; higher fold induction means a stronger effect. one-dose fold induction at 50 µM; EC50 in µM for titrated hits. hit rate 0.074% among 220,000;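 active = fold induction of absorbance versus untreated yeast above a set limit, then at least 30% activation at any dose in follow-up; inconclusive = repeats straddling the limit, or above it without dose testing; inactive = fold induction below the set limit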;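 note: activators that raise dye reduction in frataxin-depleted yeast; strong numbers were not always called active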
HIV fusion peptide = inhibitors of HIV fusion peptide binding, primary screen, biochemical, uHTS, fluorescence dequenching (AID 1986) | cell-free peptide binding, fluorescence dequenching, 30 min; higher % means a stronger effect | hit rate 0.3% among 290,000 | one-dose inhibition, % at 20 µM; IC50 in µM for titrated hits; in the data active = inhibition mostly above about 52%, no sharp cut-off; inactive = mostly below about 76%; note: some results filed as inactive read as strong as hits
NOD1 NF-kB reporter = NOD1 signaling inhibitors, primary screen, cell-based, luminescence, uHTS (AID 1578). NOD1-driven NF-kB luciferase reporter cells, luminescence; higher % means a stronger effect. one-dose inhibition, % at 4 µM; EC50 in µM for titrated hits. hit rate 1% among 290,000; in the data active = inhibition mostly above about 36%, no sharp cut-off; inactive = mostly below about 34%;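 note: HEK-293T reporter cells stimulated with the NOD1 agonist gamma-tri-DAP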
AID2073 = inhibitors of Mint1-CaV2.2 protein interaction, biochemical, HTRF (AID 2073); HTRF protein-protein interaction, Mint1-CaV2.2; higher % means a stronger effect; inhibition, % at 20 µM; hits with a dose series show IC50 in µM; hit rate 0.19% among 290,000; in the data active = inhibition mostly above about 51%, no sharp cut-off; inconclusive = no clear call, values can overlap the other calls; inactive = mostly below about 53%; note: some results filed as inactive read as strong as hits
NS5 inhibitors = flavivirus cap methylation enzyme inhibition – biochemical, confirmation dose response, primary screen (AID 588689); Dengue-2 NS5 methyltransferase capping enzyme assay, biochemical; higher % means a stronger effect; inhibition, % at 25 µM; hits with a dose series show IC50 in µM; hit rate 0.3% among 340,000; in the data active = a potency from the dose series; inconclusive = inhibition above about 29% without an active follow-up result
KOR beta-arrestin-1 = KOR agonists, beta-arrestin recruitment, primary screen, cell-based, luminescence, uHTS (AID 1777) | KOR beta-arrestin recruitment, luminescence; higher % means a stronger effect | activation, % at 10 µM; hits with a dose series show EC50 in µM | hit rate 0.02% among 280,000; in the data active = activation above about 50%, passing the limit was not always enough; note: a part of the inactive calls stands beside numbers as strong as those of hits
KOR beta-arrestin-2 = KOR antagonists, beta-arrestin recruitment, cell-based, luminescence, uHTS (AID 1778); KOR beta-arrestin recruitment, luminescence, antagonist mode; higher % means a stronger effect; hit rate 0.091% among 290,000; inhibition, % at 10 µM, or IC50 in µM where a hit was titrated; note: strong numbers were not always called active
NS5 inhibitors pilot replicate = second read-out of NS5 inhibitors, no call of its own (marks repeat the call); inhibition, %; measured here: pilot screen replicate inhibition
Numbers without * were called inactive; i = inactive; ? = inconclusive; . = not tested or not shown; [ ] = remark or other dose. Cut-off read from the data, not from the text of the source, unless noted: active = inhibition above about 50%; inactive = the rest. Not all compounds are listed, so the mix of outcomes need not match the whole.

SMILES	West Nile virus CPE	NOD2 inhibition	Yfh1-off respiration	HIV fusion peptide	NOD1 NF-kB reporter	AID2073	NS5 inhibitors	KOR beta-arrestin-1	KOR beta-arrestin-2	others
CCCCCCCCOC(=O)CCn1[nH]c(=O)c2ccccc2c1=O	-0.2%	0%	i	3.1%	10%	6%	-19%	5.5%	-24%
CCN1CCN(C(=O)c2ccc3c(c2)S(=O)(=O)c2ccccc2C3=O)CC1	-0.8%	-1%	i	-1.6%	-9%	-12%	-12%	-3.9%	11%
CC(=O)c1cccc(CN2CCC(CO)(CCOc3ccccc3)CC2)c1	-0.1%	-14%	.	-1.6%	23%	6%	-11%	-10%	-39%[20 µM]
Cc1cc(C)c(S(=O)(=O)Cc2ccccc2)c(=O)[nH]1	-0.2%	-13%	i	-0.5%	-33%	0%	-9%	-1.8%	-14%
CC(/C=C/c1ccco1)=N/NC(=O)Cc1cccs1	-0.1%	1%	i	-1.7%	-35%	19µM*	-19%	4.1%	-11%
Cc1nnc(SCC(=O)N2CCN(S(=O)(=O)c3ccccc3)CC2)n1Cc1ccccc1	-0.6%	20%	i	0.3%	-38%	-2%	5%	7.1%	-24%
O=C(C[n+]1ccccc1)c1ccc(NC(=O)c2ccccc2)cc1	0.0%	9%	i	0.1%	-12%	4%	22%	-0.7%	8%[20 µM]
Fc1ccccc1CSc1nc2ccccc2[nH]1	.	-113%	.	-3.5%	-22%	-7%	1%	-8.6%	-2%
C=CCn1c(SCc2ccccc2Cl)nnc1-c1sc2nc(C)cc(C)c2c1N	-0.1%	16%	i	1.0%	-8%	8%	-3%	-1.3%	-14%
Clc1cccc(Cl)c1CSc1nnc2ccccn12	0.3%	-9%	i	1.1%	-33%	-5%	1%	1.9%	5%
COc1ccc(C)cc1S(=O)(=O)N1CCN(S(=O)(=O)c2cc(C)ccc2OC)CC1	-1.1%	12%	i	0.2%	-9%	-6%	0%	4.2%	-13%
CC(=O)Nc1ccc(OC(F)(F)C(F)C(F)(F)F)c(NC(C)=O)c1 (configuration not stated)	0.1%	-1%	i	-0.6%	-1%	20%	-3%	-0.1%	-3%	NS5 inhibitors pilot replicate=-3.4
CN1CCN(c2nc3c(c(=O)n(C)c(=O)n3C)n2Cc2ccccc2)CC1	-0.5%	5%	.	1.0%	-19%	8%	-7%	-6.1%	13%[20 µM]
CCOc1ccc(N(CC(=O)NCCc2ccc(F)cc2)S(=O)(=O)c2ccccc2)cc1	-1.7%	-10%	.	-0.3%	-22%	2%	3%	3.7%	-15%
Cc1nn(-c2ccc(Cl)cc2Cl)c(C)c1C(=O)O	1.2%	-2%	i	-0.2%	-7%	7%	-6%	-2.9%	-22%
O=C(CC1C(=O)N(c2ccccc2)C(=O)N1C1CCCCC1)Nc1ccccc1 (configuration not stated)	-0.6%	-69%	i	11%	12%	-8%	-7%	6.6%	-32%
Cc1c(C(=O)Nc2cccc(F)c2)cnn1-c1ccccc1	-0.1%	-106%	.	0.9%	-36%	2%	-7%	-3.3%	-6%[20 µM]
CN(C)S(=O)(=O)c1cccc(NC(=O)Cn2cc(C(F)(F)F)cc(Cl)c2=O)c1	-1.1%	7%	i	-1.1%	-22%	-3%	5%	1.8%	-41%
O=C(N/N=C/c1sc(N2CCOCC2)nc1-c1ccccc1)c1cccc(S(=O)(=O)N2CCOCC2)c1	2.1%	24%	i	16%	-6%	21%	-13%	9.3%	24%
CN(CC(=O)Nc1c(Cl)cccc1Cl)C(=O)CCC1CCCC1	-0.3%	-2%	.	0.3%	-19%	7%	-6%	1.5%	-29%
O=C(/C=C/c1cn(CC(O)CN2CCCCCC2)c2ccccc12)c1cccs1 (configuration not stated)	0.4%	-12%	i	26%	-31%	23%	-23%	4.5%	38%
Cc1ccc(N(C)S(=O)(=O)c2cccc(C(=O)Nc3nnc(C4CC4)s3)c2)cc1	1.0%	16%	i	1.1%	-37%	4%	-2%	4.3%	-32%
CCCn1c(=O)c2[nH]cnc2n(-c2ccccc2C)c1=O	-0.2%	22%	i	-1.3%	0%	2%	-5%	-0.1%	35%
O=C(CC1C(=O)NCCN1Cc1ccc(-c2ccccc2)cc1)NCc1ccncc1 (configuration not stated)	-0.1%	4%	i	2.0%	-20%	8%	-3%	.	-18%[20 µM]
CC1CC(C)(C)N(C(=O)NC2CCCCC2)c2ccccc21 (configuration not stated)	0.4%	15%	i	-0.7%	-18%	-1%	-1%	-6.9%	-12%
CCc1c(O)nc2ccccn2c1=O	-0.2%	5%	i	0.2%	-8%	7%	-7%	-1.1%	9%
CC(=O)N1c2ccc(S(=O)(=O)N3CCCC3)cc2CC1C(=O)NCc1ccc(OC(C)C)cc1 (configuration not stated)	-0.4%	6%	.	-0.9%	-21%	-5%	-1%	-1.9%	3%
O=c1ccc(-c2ccc(S(=O)(=O)NCc3cccc(Br)c3)s2)n[nH]1	-0.3%	-42%	.	-0.5%	10%	2%	-1%	6.2%	-51%
CC(=O)c1cccc(OCc2cc(C(=O)N(C)C(C)c3ccccn3)no2)c1 (configuration not stated)	-0.9%	0%	.	4.0%	-23%	9%	-8%	1.0%	-16%
O=C1CCC(C(=O)Nc2ccccc2N2CCOCC2)=NN1	0.1%	-13%	i	0.3%	-10%	7%	-5%	6.2%	-6%
COc1ccccc1N(C(C)=O)C1SC(=O)N(c2ccccc2)C1=O (configuration not stated)	0.0%	0%	i	-1.7%	4%	-6%	-6%	4.2%	-13%
CC1=C(C(=O)OC(C)C)C(c2cn(-c3ccccc3)nc2-c2cccs2)NC(=O)N1 (configuration not stated)	-0.2%	8%	i	-1.9%	-38%	3%	-12%	0.7%	-26%
COc1ccc(C(=O)Cn2c3ccccc3n3nc(CCC(=O)O)c(=O)nc23)cc1OC	-0.4%	17%	i	-0.1%	-13%	17%	-15%	-3.8%	11%
O=C(CCN1C(=O)/C(=C/c2ccc(F)cc2)SC1=S)NNC(=O)c1cccnc1	-0.6%	8%	i	-2.1%	-12%	8%	1%	5.0%	21%
O=C(Cc1ccc(F)cc1)Nc1nnc(-c2ccc(F)cc2)o1	0.1%	29%	.	0.2%	6%	10%	-4%	-0.1%	-14%
COC(=O)CCSc1cc([N+](=O)[O-])cc2c1c(C1OCCS1)nn2-c1ccccc1 (configuration not stated)	0.5%	16%	i	10%	2%	5%	11%	-3.9%	-5%
Cc1cc2c(cc1S(=O)(=O)N(C)c1ccccc1)NC(=O)CO2	-0.3%	2%	i	0.2%	-33%	6%	.	-1.1%	16%
CNC(=O)N(C1=NCC(C)S1)c1ccc(F)cc1F (configuration not stated)	0.1%	12%	i	0.3%	-18%	9%	-6%	-1.8%	3%	NS5 inhibitors pilot replicate=-2.0
Cc1nn(Cc2ccccc2Cl)c(C)c1NC(=O)c1noc(C(C)C)c1[N+](=O)[O-]	0.1%	4%	.	-0.6%	-16%	-2%	-13%	-7.5%	0%
Fc1ccc(-c2noc(C3CCN(Cc4cccnc4)CC3)n2)cc1	-0.8%	-1%	i	-0.9%	-1%	-4%	-1%	0.5%	5%
CC(=O)Oc1ccccc1-c1nc(C)nc(N(C)C(C)=O)n1	0.6%	12%	i	0.4%	-36%	4%	-6%	0.5%	7%
COc1ccc(OC)c(NC(=O)CCC(=O)Oc2ccc(C)cc2)c1	0.1%	-12%	.	0.1%	-29%	10%	-6%	-1.1%	-2%
O=C(O)c1ccc(/C=N\Nc2ccc(S(=O)(=O)N3CCOCC3)cc2[N+](=O)[O-])cc1	0.5%	21%	i	-0.8%	4%	11%	-1%	3.4%	34%
Cc1ccc(S(=O)(=O)N(CC(=O)NCc2ccco2)Cc2ccc(F)cc2)cc1	-0.4%	4%	i	5.4%	4%	12%	-5%	-0.8%	-1%
CCC(NC(=O)c1cc(COc2ccc(C)nc2)on1)c1ccc(C)cc1 (configuration not stated)	-0.6%	26%	.	1.6%	-6%	-2%	-8%	6.1%	-5%
O=C1NCCN1C(=O)c1cccc(Cl)c1	.	11%	.	2.9%	-3%	2%	-4%	-0.1%	-4%
COc1cccc(NC(=O)CCN2C(=O)c3ccc([N+](=O)[O-])cc3C2=O)c1	0.0%	4%	i	1.4%	-26%	-16%	4%	1.4%	-16%
O=C(O)c1nsc(Cl)c1Cl	-0.3%	8%	.	-1.3%	-3%	31%	-8%	5.6%	1%
CCOc1cc(CNCCCN2CCOCC2)cc(Cl)c1OCC(=O)NC(C)(C)C	-0.8%	18%	.	-1.3%	-14%	-4%	1%	-1.7%	22%
COc1ccc2[nH]c(CN3CCN(CC(C)C)C(CCO)C3)c(C)c2c1 (configuration not stated)	-0.2%	3%	i	-0.9%	34%	4%	-9%	-4.6%	4%
Cc1cc(C)n(CCC(=O)N2CCCC(N3CCN(c4cccc(Cl)c4)CC3)C2)n1 (configuration not stated)	-0.5%	-18%	.	-1.8%	-10%	4%	0%	-4.8%	35%
O=C(Nc1ccc(Nc2ccccc2)cc1)c1ccc(Cl)c([N+](=O)[O-])c1	-1.4%	8%	.	-0.5%	-10%	7%	3%	1.1%	-33%[20 µM]	NS5 inhibitors pilot replicate=3.6
CC1=CC(=O)C=C(C)C1=NOC(=O)/C=C\c1ccccc1	-0.6%	-4%	i	1.0%	9%	-12%	2%	-1.9%	-23%
NC(=O)COC(=O)c1cccnc1Nc1ccccc1F	1.1%	12%	i	0.7%	-31%	13%	7%	0.9%	0%
O=C(CN1CCN(c2ccccn2)CC1)Nc1ccc2ccccc2c1	-0.1%	-20%	i	1.6%	-92%	2%	-4%	4.9%	-7%
CC(C)[C@H](NC(=O)N1CC(=O)Nc2ccccc21)C(=O)N1CCC[C@H]1C(=O)O	0.1%	-2%	.	-0.6%	-34%	1%	-2%	-2.8%	-16%[20 µM]
CCc1nnc(NC(=O)C2(C)COC(c3ccccc3)OC2)s1 (configuration not stated)	0.5%	-1%	i	-0.4%	-22%	1%	-1%	0.9%	-14%
C/C(=N\NC(=O)c1c(Cl)c(C)nn1C)c1ccc(NC(=O)C2CCC2)cc1	0.6%	-11%	.	2.6%	-14%	3%	-7%	3.2%	-44%
CN(C)c1ccc(N/C(=N\S(=O)(=O)c2cccs2)c2ccccc2)cc1	-0.9%	-8%	i	5.1%	12%	?	4%	-5.7%	19%
COc1ccccc1OCCNc1cc(N2CCOCC2)ccc1[N+](=O)[O-]	-0.3%	-12%	i	-1.2%	-26%	0%	0%	-4.0%	6%

Molecules above with a furan ring, fused or not:
SMILES	West Nile virus CPE	NOD2 inhibition	Yfh1-off respiration	HIV fusion peptide	NOD1 NF-kB reporter	AID2073	NS5 inhibitors	KOR beta-arrestin-1	KOR beta-arrestin-2	others
CC(/C=C/c1ccco1)=N/NC(=O)Cc1cccs1	-0.1%	1%	i	-1.7%	-35%	19µM*	-19%	4.1%	-11%
Cc1ccc(S(=O)(=O)N(CC(=O)NCc2ccco2)Cc2ccc(F)cc2)cc1	-0.4%	4%	i	5.4%	4%	12%	-5%	-0.8%	-1%
